Screens: PubChem, National Center for Advancing Translational Sciences (NCATS)
Menin MLL FP TR = qHTS Assay for Inhibitors Targeting the Menin-MLL Interaction in MLL Related Leukemias: Competition With Texas Red Labeled MLL-derived Mutant Peptide | O00255 | Menin + Texas Red MLL mutant peptide, fluorescence polarization | Potency, µM (doses to about 61.6 µM), for the others: at the top dose FP activity change, negative = inhibition, usual class: inhibitors | 0.23% of 270,000 active; active = well fitted inhibition curve with a large enough effect in the polarisation, with a control signal flat, not every such curve was filed as active; inconclusive = small, poorly fitted or top-dose-only effect, or effect the other way, or a change in a side signal; inactive = no such curve, though single readings can be large or run the other way; the % refers to the polarisation; note: potency is the fitted concentration of half-maximal effect; % of control where 0% means no effect; many of its hits are not listed in these tables
ELG1 genotoxic = qHTS screen for small molecules that induce genotoxicity in human embryonic kidney (HEK293T) cells expressing luciferase-tagged ELG1; Potency, µM (highest dose often 46 µM), inactives show at the highest dose activity change, positive = activation, actives largely listed as activators; HEK293T ELG1-luciferase reporter, luminescence, 16 h; 1.3% of 330,000 active; note: potency is the fitted concentration of half-maximal effect; % of control where 0% means no effect; nearly all actives have a fitted effect of over 60% in size
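After overnight (16 hr) compound treatment at 37 °C, ELG1-luciferase HEK293T cells were lysed with ONE-Glo; luminescence quantified 30 min later at room temperature.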
FLuc counter = qHTS profiling assay for firefly luciferase inhibitor/activator using purifed enzyme and Km concentrations of substrates (counterscreen for miR-21 project); Luciferin 4-monooxygenase (Photinus pyralis), P08659; purified FLuc, Km substrates, luminescence inhibition; Potency, µM (titrated, usually from 57.5 µM), for the others: at the highest dose activity change, negative = inhibition, hits mostly inhibitors; 6.9% of 360,000 active; AID 588342, 2011;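 note: potency is the fitted concentration of half-maximal effect; plate controls were vehicle for no effect and reference inhibitor for full effect; nearly all actives have a fitted effect of over 55% in size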
Target sequence (P08659 whole entry, looked up): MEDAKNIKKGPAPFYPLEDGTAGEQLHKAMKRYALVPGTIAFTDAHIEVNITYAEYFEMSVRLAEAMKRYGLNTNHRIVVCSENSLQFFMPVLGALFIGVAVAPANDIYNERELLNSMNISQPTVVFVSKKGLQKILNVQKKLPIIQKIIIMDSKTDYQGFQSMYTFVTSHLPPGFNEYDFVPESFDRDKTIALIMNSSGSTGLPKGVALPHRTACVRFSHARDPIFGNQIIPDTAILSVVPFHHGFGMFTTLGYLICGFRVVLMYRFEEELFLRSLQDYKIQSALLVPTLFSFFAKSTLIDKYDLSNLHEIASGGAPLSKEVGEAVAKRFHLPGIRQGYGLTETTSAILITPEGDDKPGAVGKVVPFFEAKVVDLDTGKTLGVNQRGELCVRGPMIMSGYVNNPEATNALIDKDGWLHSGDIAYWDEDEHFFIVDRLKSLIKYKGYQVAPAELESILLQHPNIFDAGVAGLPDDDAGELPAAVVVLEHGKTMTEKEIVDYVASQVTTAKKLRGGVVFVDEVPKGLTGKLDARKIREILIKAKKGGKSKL
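Biochemical qHTS of compounds, final roughly 60 µM downward over six points, against 10 nM purified firefly luciferase using Km concentrations of substrates (10 uM D-luciferin, 10 uM ATP) in Tris acetate pH 7.5 buffer; luminescence output.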
Rab9 prom act = qHTS Assay for Rab9 Promoter Activators; Huh7 Rab9 promoter-luciferase reporter, luminescence, 24 h; Potency, µM (titrated, usually from 9.22 µM), without a hit: top-dose activation, negative = inhibition, actives largely listed as activators; 2.8% of 320,000 active; AID 485297, 2010; note: potency is the fitted concentration of half-maximal effect; % of control where 0% means no effect; nearly all actives have a fitted effect of over 60% in size
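Promoter activation is measured as luciferase luminescence in Huh7 cells stably transfected with a Rab9 promoter–luciferase construct, following 24 h compound exposure at 37 °C and 10 min reagent incubation at ambient temperature.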
NPC1 promoter act = qHTS Assay for NPC1 Promoter Activators. Huh7 NPC1 promoter luciferase reporter, 24 h. Potency, µM (series often up to 9.22 µM), for the others: top-dose activation, hits mostly activators. 2.4% of 320,000 active;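 note: potency is the fitted concentration of half-maximal effect; % of control where 0% means no effect; nearly all actives have a fitted effect of over 60% in size; reporter is driven by a mutant NPC1 promoter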
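Luciferase expression driven by the NPC1 promoter was measured in stably transfected Huh7 cells after a 24 h compound incubation, using a luciferase reagent and a luminescence read.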
BRCA1 expr act = qHTS Assay to Identify Small Molecule Activators of BRCA1 Expression. MCF7-BRCA1-FFLuc reporter, luminescence, 48 h; response scale: scaled: vehicle 0%, 10 µM genistein 100%. Potency, µM (top dose mostly 46.1 µM), for the others: at the highest dose activation, most hits filed as activators. 1.1% of 380,000 active. AID 624202, 2012; note: potency is the fitted concentration of half-maximal effect; nearly all actives have a fitted effect of over 80% in size; some results filed as inactive show a strong effect at the top dose
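Compounds are tested at multiple concentrations on MCF7 BRCA1-luciferase reporter cells seeded at 2000 per well; after 48 h, a single luminescence end-point is taken and curves fitted to the normalized data.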
PKM2 activator = qHTS Assay for Activators of Human Muscle isoform 2 Pyruvate Kinase | Pyruvate kinase PKM (Homo sapiens), P14618 | purified PKM2, Kinase-Glo ATP luminescence, activation; response scale: 0% is enzyme alone, no compound | Potency, µM (top dose mostly 57.5 µM), for the others: at the top dose activation, actives largely listed as activators | 0.34% of 260,000 active | AID 1631, 2009; note: potency is the fitted concentration of half-maximal effect; % is set by controls: 0 for no effect and ±100 for the full control effect; nearly all actives have a fitted effect of over 55% in size
Target sequence (P14618 whole entry, looked up, canonical isoform): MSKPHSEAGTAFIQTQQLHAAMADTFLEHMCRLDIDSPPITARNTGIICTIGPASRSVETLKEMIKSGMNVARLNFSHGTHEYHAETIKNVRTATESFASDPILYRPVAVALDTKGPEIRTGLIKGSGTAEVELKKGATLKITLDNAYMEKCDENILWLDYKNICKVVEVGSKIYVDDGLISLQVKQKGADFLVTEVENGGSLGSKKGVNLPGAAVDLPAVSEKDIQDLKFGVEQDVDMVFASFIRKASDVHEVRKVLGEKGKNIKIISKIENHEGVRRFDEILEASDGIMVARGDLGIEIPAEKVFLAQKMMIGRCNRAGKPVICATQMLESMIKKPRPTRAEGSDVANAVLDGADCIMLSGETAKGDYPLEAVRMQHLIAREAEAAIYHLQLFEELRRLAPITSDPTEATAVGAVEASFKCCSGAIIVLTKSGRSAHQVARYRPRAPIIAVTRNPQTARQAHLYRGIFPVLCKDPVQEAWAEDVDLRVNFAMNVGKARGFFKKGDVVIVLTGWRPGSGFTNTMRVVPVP
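Purified hPK-M2 (>95%) run at intermediate activity with 0.1 mM ADP and 0.5 mM PEP in 50 mM imidazole pH 7.2, KCl, MgCl2; 1 h room temperature. ATP formed read by Kinase-Glo luminescence; normalized to uninhibited and no-enzyme controls.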
p53 reactivation = qHTS assay for re-activators of p53 using a Luc reporter | H1299 p53-A138V BP100-luciferase reporter, luminescence, 24 h | Potency, µM (series often up to 92.2 µM), inactives show at the highest dose activity change, positive = activation, usual class: activators | 0.063% of 320,000 active; note: potency is the fitted concentration of half-maximal effect; % of control where 0% means no effect; nearly all actives have a fitted effect of over 45% in size
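H1299 (p53-null), stable ts p53-A138V + BP100-Luc; 1000 cells/well, Opti-MEM/10% FBS; cpd 4 pt, 1:5; 24 h, 37 deg C, 5% CO2; detection reagent 10 min RT; luminescence.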
VP16 counter = VP16 counterscreen qHTS for inhibitors of ROR gamma transcriptional activity. Drosophila S2 Gal4-VP16 UAS-luciferase, luminescence, 20 h. Potency, µM (titrated, usually from 53.6 µM), for the others: at the top dose activity, negative = inhibition, hits mostly inhibitors. 3.5% of 310,000 active;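 note: Gal4-VP16 expression switched on by copper sulfate through the metallothionein promoter; potency is the fitted concentration of half-maximal effect; % is set by controls: 0 for no effect and ±100 for the full control effect; nearly all actives have a fitted effect of over 50% in size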
RORgamma inh = qHTS for inhibitors of ROR gamma transcriptional activity; Nuclear receptor ROR-gamma (Mus musculus), P51450; AID 2551, 2010; Potency, µM (top dose mostly 53.6 µM), without a hit: at the top dose activity change, negative = inhibition, actives largely listed as inhibitors; 5.4% of 310,000 active; Drosophila S2 Gal4-RORgamma UAS-luciferase reporter, 20 h; note: potency is the fitted concentration of half-maximal effect; % is set by controls: 0 for no effect and ±100 for the full control effect; nearly all actives have a fitted effect of over 60% in size
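Read-out: Photinus luciferase luminescence; inhibitors lower reporter signal. Insect Schneider cells with Gal4-ROR gamma fusion under metallothionein promoter, UAS reporter; 700 uM final copper sulfate induction, 20 hr, ambient temperature.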
Giardia kill = Small Molecules that selectively kill Giardia lamblia: qHTS; activity change, % at 7.66 µM, hits read low; 0.15% of 340,000 active; Giardia lamblia trophozoite viability; AID 540267, 2011; in the data active = activity change below about -80%; inconclusive = between about -30% and that limit;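 note: parasites exposed to compound for two days anaerobically before the ATP read; % is set by controls: 0 for no effect and ±100 for the full control effect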
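Giardia trophozoites, 100 cells per well, were exposed to compounds for 48 hrs at 37 deg C under anaerobic conditions; viability was then read as ATP content by bioluminescence after 15-30 min at room temperature.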
Active calls of the source: *; ? = inconclusive; · = not tested or not shown. Unless noted, calls come from the whole dose curve; as a rule, active = well fitted curve in the direction sought with a large enough effect; inconclusive = small, poorly fitted or top-dose-only effect, or another doubt; inactive = no such curve, though single readings can be large; an effect the other way counts as inactive or inconclusive. An excerpt (hit frequency here may not be typical).

SMILES	Menin MLL FP TR	ELG1 genotoxic	FLuc counter	Rab9 prom act	NPC1 promoter act	BRCA1 expr act	PKM2 activator	p53 reactivation	VP16 counter	RORgamma inh	Giardia kill
Cc1ccc(S(=O)(=O)Oc2ccc3c(c2)O/C(=C\c2cccnc2)C3=O)cc1	0.9%	1.4%	-11.2%	-0.2%	1.0%	-1.5%	0.3%	2.9%	7.4%	-4.9%	-4.9
Cc1ccc(SCCNC(=O)C(C)C)cc1	17.2%	7.0%	-0.8%	-0.3%	1.8%	1.8%	-0.5%	-0.8%	22.1%	8.7%	0.6
Cc1cc(C)c(C)c(S(=O)(=O)N2CCC(C(=O)NCCCN3CCOCC3)CC2)c1C	·	-3.0%	3.6%	0.3%	1.1%	8.5%	·	-0.6%	·	·	-2.5
COc1ccc2nc(N3C(=O)/C(=C/c4ccc(Cl)cc4)NC3=S)sc2c1	0.0%	-7.1%	16.9µM*	1.9%	0.9%	-36.5%	0.3%	2.0%	-0.3%	?	-1.9
CCCCN(C(=O)C1CC(=O)N(CCc2ccc(OC)c(OC)c2)C1)c1c(N)n(CCCC)c(=O)[nH]c1=O (centres undefined)	·	-1.1%	0.5%	1.0%	-2.0%	-12.0%	·	-5.9%	·	·	-23.5
Cc1ccc2nccc(C(=O)N3CCCC(Nc4ccc(C)c(C)c4)C3)c2c1 (centres undefined)	·	-8.8%	1.0%	-2.0%	1.2%	-14.5%	·	-14.4%	7.4%	1.7%	-5.7
NNc1cc([N+](=O)[O-])cc2c1C(=O)N(Cc1ccccc1)S2=O (centres undefined)	?	1.0%	?	1.0%	9.3%	29.5%	-0.2%	-3.9%	-13.9%	-24.8%	-1.3
COc1ccc(/C=N/NC(=O)c2ccc(Cl)cc2)cc1COC(C)=O	-5.4%	-0.6%	-13.1%	-9.7%	-6.6%	-9.6%	10.3%	9.7%	-15.2%	2.0%	-0.7
CCOC(=O)C(C)On1c(-n2nc(C)cc2C)nc2ccccc2c1=O (centres undefined)	-1.5%	-0.3%	-7.6%	3.9%	-2.8%	-2.3%	·	5.6%	6.31µM*	2.51µM*	-6.6
O=C(CN1C(=O)/C(=C2\SC(=S)N(C3CCS(=O)(=O)C3)C2=O)c2ccccc21)Nc1ccc(F)cc1 (centres undefined)	·	-6.2%	0.3%	-11.4%	-10.9%	4.6%	-6.0%	-0.6%	6.1%	-17.0%	23.2
CC(C)C(NC(=O)c1ccccc1)C(=O)OCn1nnc2ccccc2c1=O (centres undefined)	·	-0.9%	3.0%	3.0%	-1.6%	-13.0%	·	-0.6%	·	·	8.4
COC(=O)c1ccc(CSc2nc3sc4c(c3c(=O)n2C)CCCC4)o1	-11.8%	-1.3%	-12.3%	-5.0%	-0.5%	16.1%	1.5%	3.7%	2.0%	-34.3%	-0.9
COc1cc(C2/C(=C(\O)c3cc(C)ccc3C)C(=O)C(=O)N2CCN(C)C)ccc1O (centres undefined)	-0.9%	1.2%	-0.5%	-4.3%	1.4%	-5.4%	-5.6%	-7.3%	-4.3%	-3.0%	-2.8
CCOC(=O)Cc1csc(NC(=O)CSc2ccc(Br)cc2)n1	9.4%	-5.8%	?	-4.6%	-5.6%	2.1%	2.0%	-4.7%	-20.4%	?	-19.1
S=C(NCc1ccccc1)N1CCN(Cc2ccc3c(c2)OCO3)CC1	-4.2%	-6.5%	1.6%	-7.1%	-2.6%	3.1%	1.5%	-2.6%	-10.2%	8.3%	-1.9
CC(C)(C)c1ccc(C(=O)NCC(=O)OCN2C(=O)c3ccccc3C2=O)cc1	-17.2%	5.6%	?	0.7%	5.1%	2.8%	13.8%	6.1%	14.5%	?	12.4
O=C(Nc1ccc(F)cc1)N(CCCN1CCOCC1)Cc1cc2cc3c(cc2[nH]c1=O)OCO3	-0.4%	15.0%	3.3%	1.3%	-3.8%	-32.3%	-1.8%	-2.9%	4.0%	-0.9%	0.7
CCOC(=O)COc1coc(CN2CCN(c3cccc(Cl)c3)CC2)cc1=O	·	2.7%	2.1%	1.1%	-1.3%	-6.0%	·	-0.5%	-22.7%	-20.8%	-9.5
COC(=O)c1cc(NS(=O)(=O)c2ccc(NCc3cccnc3)c([N+](=O)[O-])c2)cc(C(=O)OC)c1	?	2.6%	1.2%	8.1%	4.2%	-4.2%	20.2%	-8.9%	1.4%	-0.9%	-10.3
CCCCNCc1cc2ccccc2o1	·	-3.3%	0.6%	3.1%	-0.3%	9.3%	-1.1%	2.4%	5.2%	12.2%	-9.1
COc1ccccc1CNC(=O)c1ccc(OCC2CCCO2)cc1 (centres undefined)	-13.0%	-0.2%	-8.4%	-0.9%	-1.8%	5.5%	4.5%	-10.0%	0.6%	34.2%	-27.5
O=S(=O)(c1ccc(F)c(F)c1)N1CCN(c2ncccn2)CC1	8.1%	-0.1%	-0.8%	1.6%	-0.7%	-17.4%	2.3%	·	-13.1%	-6.4%	-11.5
Cn1c(N)c(C(=O)CSc2nc(N)cc(=O)[nH]2)c(=O)n(C)c1=O	-0.6%	10.8%	2.8%	0.0%	1.0%	4.5%	-3.5%	2.1%	-12.9%	?	-14.3
NC(=O)CSc1nccn1Cc1ccc(Cl)cc1	-7.7%	1.3%	0.8%	7.8%	-1.7%	-12.0%	1.1%	-6.2%	5.6%	-9.5%	10.9
O=C(NCC(c1ccco1)N1CCCCC1)C(c1ccccc1)c1ccccc1 (centres undefined)	?	-8.7%	-5.4%	-0.6%	-0.2%	-5.2%	-16.4%	-6.5%	5.8%	0.4%	-10.6
CN(C(=O)c1cnc(N2CCN(c3ncccn3)CC2)c2ccccc12)c1ccc(Cl)cc1	?	-9.5%	3.2%	-1.0%	1.3%	-83.3%	-2.2%	7.3%	-7.1%	19.2%	-4.0
COc1ccccc1C(=O)NCCC(=O)Nc1ccc(S(=O)(=O)Nc2ncccn2)cc1	·	2.9%	0.1%	0.2%	-0.5%	-4.1%	·	4.8%	·	·	20.4
Nc1ccc(C(=O)OCCc2ccccc2)cc1	·	?	0.601µM*	3.16µM*	3.55µM*	?	·	?	·	·	-20.9
COc1ccc(/C=C(/C(=O)c2ccc(Cl)cc2Cl)n2cncn2)cc1	-0.4%	-3.5%	-0.2%	-4.4%	0.6%	-29.4%	-1.1%	-5.2%	-2.9%	-16.3%	-1.1
O=C(Nc1ccccc1OC(F)F)c1cccc(S(=O)(=O)N2CCCC2)c1	5.6%	-1.0%	0.8%	-0.5%	6.0%	-21.9%	·	-9.1%	-0.2%	9.9%	-11.6
COc1ccc(S(=O)(=O)NC(C(=O)NCCc2ccccn2)C(C)C)cc1 (centres undefined)	16.7%	-0.1%	0.5%	?	0.0%	-8.4%	-2.4%	14.8%	-10.9%	29.9%	0.0
Cc1ccc(C)c(OCCCCCn2ccnc2)c1	5.2%	-4.2%	-12.3%	-0.6%	0.8%	-24.9%	-0.3%	-1.1%	-29.7%	8.91µM*	0.4
Cc1cc(C)c(C(=O)N2CCCC(CNS(=O)(=O)c3cccs3)C2)o1 (centres undefined)	·	-1.2%	-0.1%	7.3%	1.0%	0.0%	2.6%	-0.4%	12.0%	20.7%	0.8
COc1ccc(CCNC(=O)CN2C(=O)NC(Cc3c[nH]c4ccccc34)C2=O)cc1 (centres undefined)	8.4%	-4.5%	0.1%	-0.6%	-1.6%	-34.8%	·	-1.9%	0.7%	32.0%	-0.7
Cc1nn(-c2ccccc2)c(C)c1/C=N/NC(=O)c1cc(C23CC4CC(CC(C4)C2)C3)[nH]n1	?	-12.6%	?	-2.8%	-2.0%	-94.7%	1.2%	-7.6%	-20.2%	12.6%	23.6
CN(C(=O)COC(=O)CSc1ccc([N+](=O)[O-])cc1)c1ccccc1	·	-2.7%	-5.9%	-1.7%	-1.2%	7.8%	·	6.6%	·	·	21.0
